Source: PubChem BioAssay (several laboratories)
NR5A2 inv ag: suppresses constitutive activity of human LRH-1; O00482; HEK293T StAR-luciferase reporter, LRH-1 transfected, 24 h; inhibition, % at 3.6 µM; actives 0.13% (n = 360,000); AID 602396;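 active means inhibition above the mean inhibition of all tested compounds plus 3 SD, cut at about 73% in these data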;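 further: 0% = DMSO wells and 100% = reporter-only cells lacking LRH-1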
MC4R antag cAMP: antagonists of human melanocortin 4 receptor (MC4R) | actives 0.48% (n = 360,000) | inhibition, % at 6.5 µM | AID 540295 | MC4R-expressing cells, MTII-stimulated cAMP, LANCE TR-FRET | P32245;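 active means inhibition above its plate's cutoff, the mean of tested wells on that plate plus 3 SD, cut at about 29% in these data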;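 further: 0% = Melanotan II alone and 100% = Melanotan II plus saturating MCL0020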
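Assay system: U2OS-MC4R stable cell line; Also added: Melanotan II; Technique: Eu-cAMP/anti-cAMP TR-FRET, emission 671 nm; Times: 30-min compound, 1-h challenge, 1-h detection, room temperature.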
NOD2-RIPK2 inh: blocks binding of human NOD2 to RIPK2. O43353. CHO BLA complementation NOD2-RIPK2, CCF4 ratio. inhibition, % at 4.98 µM. actives 0.38% (n = 360,000). AID 624267; in the data active means inhibition above about 21%;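 further: 0% = vehicle only and 100% = reference blocker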
ABHD5 PLIN5 PPI: ABHD5-PLIN5 protein interaction inhibition. Split G. princeps luciferase complementation, luminescence, 4 h. inhibition, % at 4 µM. actives 0.78% (n = 360,000);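 active means inhibition above the mean inhibition across every tested compound plus 3 SD, cut at about 22% in these data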;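 further: 0% = DMSO only wells and the 100% control is not disclosed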
EBV LMP1 NFkB: reduces LMP1-driven NF-kappaB luciferase signal. inhibition, % at 12.5 µM. AID 504558. LMP1-induced NF-kappaB luciferase reporter cells, luminescence. actives 0.69% (n = 350,000); in the data active means inhibition above about 41%;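 further: 0% = neutral control wells and 100% = reference inhibitor control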
NCOA1 inh: inhibits human SRC1 coactivator. Q15788. HEK293 GAL4-SRC1 luciferase reporter, luminescence. inhibition, % at 3.6 µM. actives 0.12% (n = 360,000). AID 588354;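 active means inhibition above the campaign mean plus 3 SD, with each screening campaign given its own cutoff, cut at about 60% in these data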;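 further: 0% = DMSO treated cells and 100% = gossypol at 36 µM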
COUP-TFII inh: inhibitors of human COUP-TFII (NR2F2) | P24468 | HEK293T NGFI-A luciferase reporter, luminescence | inhibition, % at 8.6 µM | actives 0.7% (n = 370,000);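 active means inhibition above a per-plate cutoff, mean inhibition of test wells between control levels plus 3 SD, cut at about 38% in these data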;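 further: cells cotransfected with COUP-TFII expression vector driving the NGFI-A reporter; 0% = median of COUP-TF2 test wells and 100% = reporter-only cells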
MC4R ag barr: agonists of human melanocortin 4 receptor (MC4R) beta-arrestin | activation, % at 8.9 µM | U2OS MC4R beta-arrestin complementation, luminescence; percent of melanotan II response, DMSO zero | actives 0.98% (n = 360,000) | P32245 | AID 540308;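 active means activation above a per-plate cutoff, the mean activation of sample wells on that plate plus 3 SD, cut at about 8% in these data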
SRC3 inh: inhibitors of human steroid receptor coactivator 3 (SRC3). Q9Y6Q9. HEK293 GAL4-SRC3 luciferase reporter, luminescence. inhibition, % at 3.6 µM. actives 0.17% (n = 360,000);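 active means inhibition above a per-campaign cutoff, the mean of all compounds plus 3 SD, cut at about 60% in these data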;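 further: 0% = DMSO-treated cells and 100% = gossypol-treated cells at 36 µM; higher means less SRC3-driven luciferase light from the GAL4 reporter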
SRC2 inh: human SRC2 (NCOA2) inhibition. actives 0.17% (n = 370,000). inhibition, % at 9 µM. Q15596. HEK293 GAL4-SRC2 luciferase reporter, luminescence;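 active means inhibition above the mean inhibition of all tested compounds plus 3 SD, set per campaign, cut at about 52% in these data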;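 further: 0% = DMSO treated cells and 100% = cells given Gossypol at 36 µM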
Target sequence (Q15596 whole entry, looked up, the tested form may be a part): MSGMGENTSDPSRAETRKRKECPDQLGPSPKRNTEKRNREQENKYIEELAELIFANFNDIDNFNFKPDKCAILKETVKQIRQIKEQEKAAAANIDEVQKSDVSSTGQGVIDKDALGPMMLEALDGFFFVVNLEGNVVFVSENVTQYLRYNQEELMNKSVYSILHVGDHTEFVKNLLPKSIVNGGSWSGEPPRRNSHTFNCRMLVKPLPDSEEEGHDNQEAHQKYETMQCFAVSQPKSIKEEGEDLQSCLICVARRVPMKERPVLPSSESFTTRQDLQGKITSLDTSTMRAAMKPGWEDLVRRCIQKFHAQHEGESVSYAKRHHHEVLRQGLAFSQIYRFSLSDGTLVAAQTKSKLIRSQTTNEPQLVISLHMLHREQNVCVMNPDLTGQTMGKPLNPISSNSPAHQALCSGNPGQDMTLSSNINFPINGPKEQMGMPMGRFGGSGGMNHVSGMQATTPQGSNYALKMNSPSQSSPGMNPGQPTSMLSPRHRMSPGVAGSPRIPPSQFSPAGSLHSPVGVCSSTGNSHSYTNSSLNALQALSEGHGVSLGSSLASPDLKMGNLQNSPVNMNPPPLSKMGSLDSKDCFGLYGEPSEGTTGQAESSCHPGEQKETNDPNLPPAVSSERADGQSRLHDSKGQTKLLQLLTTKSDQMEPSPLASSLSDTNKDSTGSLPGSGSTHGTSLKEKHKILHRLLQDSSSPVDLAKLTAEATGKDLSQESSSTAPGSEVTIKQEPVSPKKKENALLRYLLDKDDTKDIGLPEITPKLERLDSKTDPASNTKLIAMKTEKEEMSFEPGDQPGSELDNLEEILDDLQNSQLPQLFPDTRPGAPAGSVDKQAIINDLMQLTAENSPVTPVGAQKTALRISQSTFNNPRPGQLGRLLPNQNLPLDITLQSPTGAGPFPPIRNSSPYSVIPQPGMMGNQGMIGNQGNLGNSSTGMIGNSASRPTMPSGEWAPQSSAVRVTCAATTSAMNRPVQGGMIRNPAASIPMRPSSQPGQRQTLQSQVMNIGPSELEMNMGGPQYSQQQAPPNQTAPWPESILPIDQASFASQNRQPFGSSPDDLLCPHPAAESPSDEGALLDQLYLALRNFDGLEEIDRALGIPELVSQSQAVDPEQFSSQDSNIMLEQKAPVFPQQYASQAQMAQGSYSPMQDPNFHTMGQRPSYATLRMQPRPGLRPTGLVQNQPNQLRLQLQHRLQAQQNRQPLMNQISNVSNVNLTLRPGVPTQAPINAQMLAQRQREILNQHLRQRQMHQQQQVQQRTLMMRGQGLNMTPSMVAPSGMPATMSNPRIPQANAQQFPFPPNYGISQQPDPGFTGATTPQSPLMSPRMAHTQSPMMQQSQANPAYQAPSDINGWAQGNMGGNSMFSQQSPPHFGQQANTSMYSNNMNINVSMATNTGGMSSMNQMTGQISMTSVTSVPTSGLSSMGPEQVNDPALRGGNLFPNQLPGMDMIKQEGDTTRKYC
TLR9-MyD88 block: TLR9-MyD88 interaction inhibition; CHO BLA complementation TLR9-MyD88, CCF4 FRET ratio; inhibition, % at 4.98 µM; actives 0.21% (n = 340,000); AID 504734;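 active means inhibition above the mean over all tested compounds plus 3 SD, cut at about 21% in these data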;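 further: 0% = DMSO only wells and 100% = clavulanate BLA inhibitor control wells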
* marks the source's active call; other numbers are inactive results; · = not tested or not shown. Some of the compounds tested, so the mix of outcomes need not match the whole.

SMILES | NR5A2 inv ag | MC4R antag cAMP | NOD2-RIPK2 inh | ABHD5 PLIN5 PPI | EBV LMP1 NFkB | NCOA1 inh | COUP-TFII inh | MC4R ag barr | SRC3 inh | SRC2 inh | TLR9-MyD88 block
C=CCN(c1ccccc1C(=O)NCC(=O)O)S(=O)(=O)c1ccccc1C | -2 | 20 | 6 | 7 | -3 | 2 | 2 | 0.5 | 25 | 1 | 9
COC(=O)CSc1cc([N+](=O)[O-])cc2c1c(C1OCCO1)nn2-c1ccccc1 | 13 | 9 | -4 | -3 | 4 | -16 | 14 | 2.8 | 16 | -27 | -2
O=C1NC[C@H](CCCCN2C[C@H](Cc3ccc(O)cc3)N(CC3CCCCC3)C(=O)C2=O)N(CCc2ccc(O)cc2)C1=O | -13 | · | -12 | 11 | · | · | -6 | · | · | 18 | ·
C/C(=N\NC(=O)c1c(C)nc2ccccn12)c1ccc(N2CCOCC2)cc1 | -19 | -2 | -4 | -1 | 7 | -20 | -2 | -0.8 | 1 | -3 | -9
CSc1cccc(NC(=O)CCNS(=O)(=O)c2ccc3[nH]c(=O)oc3c2)c1 | 6 | 10 | -8 | 6 | -1 | -5 | 6 | -1.7 | -17 | -4 | -6
CCc1cccc(NC(=S)N(CCCOC(C)C)C2CCN(C(C)=O)CC2)c1 | -8 | 2 | -6 | 4 | 0 | -9 | -9 | -2.1 | 0 | -11 | 2
COC(=O)/C=C1\SC(N)=NC1=O | 1 | 23 | 5 | 0 | 3 | -1 | 2 | -0.1 | 2 | 6 | -5
Cc1ccc(-c2cc(C(F)F)n3ncc(C(=O)N4CCc5ccccc5C4)c3n2)cc1 | 12 | -27 | -10 | 6 | 7 | 9 | 17 | -0.3 | 13 | -9 | -7
CCOC(=O)N1CCC(NC(=O)CCN2C(=O)C3C4C=CC(C4)C3C2=O)CC1 (configuration not stated) | 4 | 22 | -2 | -6 | 1 | -7 | -4 | 1.5 | -7 | -16 | 1
O=C(Cn1nnc2ccccc2c1=O)NC1CCCc2ccccc21 (configuration not stated) | -1 | 12 | -8 | 1 | -1 | -11 | -1 | 0.6 | 3 | -3 | 1
O=C(Nc1ccccc1C(F)(F)F)NC1CCCCCCC1 | -8 | 2 | -5 | -2 | -4 | -4 | · | 5.2 | -33 | · | 5
Cc1nnc2c(NC(C)C)nc3ccccc3n12 | 11 | -2 | -5 | -1 | 3 | -9 | -24 | -0.1 | 12 | -26 | 6
Cc1ccc2c(c1)CCO[C@@]21O[C@H](CCO)C[C@H](O)[C@H]1O | 25 | 1 | 1 | 0 | 0 | 0 | 3 | -2.1 | -6 | -14 | -3
Cc1cc(C)n(CC(=O)n2c(C)c(C)c3ccccc32)n1 | 10 | 4 | 1 | 0 | 4 | -7 | 2 | 0.3 | 9 | 9 | 8
COc1c(C)cc(Br)cc1C(=O)O | -29 | 15 | -18 | -5 | -1 | -5 | 1 | 0.6 | -2 | -7 | 3
C=CCSc1ccc(S(=O)(=O)N2CCN(C)CC2)cn1 | -7 | 1 | -4 | 1 | -4 | -19 | -4 | 1.3 | -1 | -36 | -6
CCOc1ccc(NC(=O)c2cc(F)c(F)cc2Cl)cc1OCC | -6 | 11 | 6 | 1 | -1 | -12 | 5 | -2.7 | -1 | -8 | -14
CSc1nc(-c2ccc(Cl)cc2)nn1S(=O)(=O)c1ccccc1 | -61 | -1 | -4 | 1 | -7 | -62 | -42 | -2.2 | -23 | -32 | -11
CC1SC(C)C(=O)N(CC(=O)NC2CCCCC2)C1=O (configuration not stated) | 0 | 15 | -5 | -5 | -5 | -13 | 7 | -2.5 | -9 | 15 | 2
CCOC(=O)c1cnc(SC2CC(=O)N(c3ccc(OC)c(OC)c3)C2=O)nc1N (configuration not stated) | 13 | 1 | 2 | 2 | 3 | 4 | -3 | -1.1 | -5 | -18 | -8
Cc1ccc(N2C(=O)c3ccccc3C2=O)cc1 | -23 | 13 | 8 | -3 | 2 | -34 | -7 | -2.8 | -10 | -6 | -8
COC(=O)C1=C/C=C\CN(C(c2ccccc2)c2ccccc2)/C=C\1C(=O)OC | -17 | 6 | -1 | 6 | 3 | -7 | 1 | -0.3 | -31 | 13 | -4
O=C(NCc1ccccn1)c1ccc(Br)s1 | 9 | 5 | 2 | -3 | -7 | -3 | 0 | -0.1 | -14 | -46 | -6
Cc1ccc(-c2ccnc(=S)[nH]2)cc1 | -22 | 5 | 2 | 3 | -9 | -24 | -7 | -0.5 | -10 | -19 | 10
O=C(Cn1c(=O)n2ncnc2c2c3c(sc21)CCCC3)c1ccccc1 | 18 | 2 | -2 | -3 | 1 | -10 | -2 | -2.0 | -10 | 9 | 1

(list continues)
SMILES | NR5A2 inv ag | MC4R antag cAMP | NOD2-RIPK2 inh | ABHD5 PLIN5 PPI | EBV LMP1 NFkB | NCOA1 inh | COUP-TFII inh | MC4R ag barr | SRC3 inh | SRC2 inh | TLR9-MyD88 block
COc1ccc(NC(=O)n2ncc3c(C)cccc32)cc1 | -96 | -7 | -4 | 5 | -24 | -96 | -21 | -0.2 | -106 | -81 | 3
O=C(CSc1nnc(Cc2ccccc2)o1)N1CCCc2ccccc21 | -7 | 8 | 5 | -7 | -3 | -13 | 6 | -0.9 | -13 | -4 | -4
CC(C)(C)C(=O)OCc1cn(-c2ccccc2)nn1 | -41 | 9 | -5 | -3 | -5 | -46 | -22 | 3.2 | -32 | -29 | -2
c1ccc(OCc2nn3c(Cn4nnc5ccccc54)nnc3s2)cc1 | 9 | 3 | -1 | 3 | -1 | 5 | 0 | -2.3 | -6 | -32 | 2
O=C(Nc1ccncc1)c1cc2ccccc2o1 | -73 | -2 | -5 | -4 | -9 | -64 | -47 | -2.6 | -78 | -55 | 6
CCC1(CC)NC(=O)N(CC(=O)N2N=C(c3ccc(Cl)cc3)CC2c2ccco2)C1=O (configuration not stated) | -19 | -6 | 1 | 22* | 3 | 4 | 2 | 0.6 | -5 | 9 | -12
COc1cc(-c2nnc(COC(=O)c3cc(C)nc4ccc(C)cc34)o2)cc(OC)c1OC | 10 | -29 | -1 | -4 | 4 | 3 | 9 | 0.9 | -19 | -18 | -7
Cc1c(NC(=S)NC(=O)c2ccccc2Cl)c(=O)n(-c2ccccc2)n1C | 35 | 12 | 3 | -7 | 0 | 12 | -6 | -1.0 | 13 | -5 | -5
O=C1C=C(O)CC(c2ccc(Cl)c(Cl)c2)C1 (configuration not stated) | 10 | 13 | -4 | 1 | 1 | -3 | 13 | -1.1 | 2 | -5 | 10
CCCc1cc(=O)[nH]c(SCC(=O)Nc2ccc(OC(F)F)cc2)n1 | 5 | 5 | 1 | -4 | -8 | -6 | -4 | 2.9 | 4 | -9 | -1
O=C(CCC1CCN(C(=O)CC2=CCCCC2)CC1)NCc1ccc(F)cc1 | -13 | 15 | -8 | -4 | 3 | 2 | 16 | 0.9 | -5 | 23 | -1
CC1(C(=O)Nc2ccc3c(c2)OCO3)CCN1C(=O)Cc1cc(F)ccc1F (configuration not stated) | 12 | 3 | -19 | 4 | · | 1 | 8 | 1.9 | 6 | -15 | ·
Cc1ccc(CC#N)c(-c2c(CC#N)ccc(C)c2C)c1C | -18 | 5 | 4 | 2 | -1 | 8 | -7 | 0.2 | -1 | 13 | -4
Cc1ccc(-c2nn(-c3ccccc3)cc2C(=O)NCC2CCCO2)cc1 (configuration not stated) | -2 | -1 | -1 | -13 | -7 | -38 | -7 | -0.9 | -17 | -6 | -21
COc1ccccc1CNC(=O)C1CCC(CNS(=O)(=O)c2ccc(NC(C)=O)cc2)CC1 (configuration not stated) | 16 | -3 | 0 | -4 | -5 | -3 | -10 | -1.0 | 24 | 26 | -5
Cc1ccc(COc2ccc(C)nc2[N+](=O)[O-])cc1 | -143 | 14 | -3 | -4 | -12 | -123 | -67 | -0.5 | -71 | -78 | ·
CCOc1ccc(CCNC(=O)c2cc(C)on2)cc1OCC | 19 | 7 | -1 | 1 | 1 | -8 | -6 | 1.3 | -11 | 19 | -5
CCOC(=O)N1CCN(CC(O)COc2ccc3c(c2)CCC3)CC1 (configuration not stated) | -9 | 5 | -2 | -2 | 5 | 14 | 6 | -1.8 | 23 | 19 | 4
C[C@H](CO)N1C[C@H](C)[C@@H](CN(C)S(=O)(=O)c2ccc(F)cc2)Oc2ccc(NC(=O)CCN3CCOCC3)cc2C1=O | -14 | 6 | -4 | 0 | 0 | 6 | 2 | 0.1 | -9 | -9 | 1
COc1ccc(C(=O)N2CCCCC2c2cc(C(=O)NCc3cccnc3)no2)cc1 (configuration not stated) | 2 | 10 | -6 | 0 | · | 4 | 7 | 2.5 | -6 | 19 | ·
C=CCOC1=CS(=O)(=O)N(Cc2ccc(Br)cc2)c2ccc(Br)cc21 | 6 | 2 | 6 | -6 | -6 | -9 | 7 | -1.0 | 5 | -8 | -2
[2H]C(CCOS(N)(=O)=O)c1ccc(C(C)(C)C)cc1 (configuration not stated) | 16 | -2 | 6 | -8 | 11 | 6 | 43* | 1.5 | 8 | 45 | -6
CN(C)CCCC1(O)c2ccccc2CCc2ccccc21 | 1 | 11 | -1 | 0 | -2 | -15 | 14 | -1.4 | 4 | -10 | -14
Cn1cnc2c(oc3ccccc32)c1=O | -15 | 23 | 4 | -5 | -14 | -15 | 1 | 0.1 | 8 | -5 | -12
Cc1cc(C(=O)N/N=C/c2ccc[nH]2)no1 | 0 | 1 | -14 | 3 | 3 | -8 | 1 | -1.9 | 19 | -3 | 0

The listing continues.
SMILES | NR5A2 inv ag | MC4R antag cAMP | NOD2-RIPK2 inh | ABHD5 PLIN5 PPI | EBV LMP1 NFkB | NCOA1 inh | COUP-TFII inh | MC4R ag barr | SRC3 inh | SRC2 inh | TLR9-MyD88 block
CCN1C(=NCCc2ccc([N+](=O)[O-])cc2)N[C@@H](c2ccccc2)[C@H](C(=O)OC)[C@H]1C | 0 | 3 | -4 | -5 | 3 | 7 | -4 | 0.6 | -1 | 9 | 2
CC1Cc2ccccc2N1C(=O)CSc1nnc(-c2ccc(S(=O)(=O)N3CCCC3)cc2)o1 (configuration not stated) | 8 | 12 | -11 | -3 | 1 | 9 | -1 | -1.7 | 7 | -22 | 2
Cc1cc(C)c(S(=O)(=O)n2c([N+](=O)[O-])cnc2C)cc1C | 8 | 0 | 4 | 3 | 6 | 3 | -13 | -1.1 | 14 | 1 | -4
COC(=O)COc1ccc2oc(=O)cc(-c3cc4cccc(OC)c4o3)c2c1 | 6 | -25 | -3 | -2 | 0 | 0 | -18 | -0.9 | 3 | 5 | 8
CC1=Nc2ncnn2C(c2ccccc2)/C1=N\O (configuration not stated) | -2 | 13 | 7 | -2 | 9 | -7 | -9 | -2.4 | 23 | 9 | 7
Cn1c(=N)n(CC(=O)C(C)(C)C)c2ccccc21 | -52 | 5 | 2 | -9 | -12 | -32 | -26 | 0.9 | -6 | -41 | -4
